# SENP8 inh = SENP8 protease inhibition | purified SENP8, Z-RLRGG-aminoluciferin cleavage, luminescence | inhibition, % at 10 µM | hit rate 1.2% among 330,000 | AID 2540
# Target sequence (Q96LD8 whole entry, looked up): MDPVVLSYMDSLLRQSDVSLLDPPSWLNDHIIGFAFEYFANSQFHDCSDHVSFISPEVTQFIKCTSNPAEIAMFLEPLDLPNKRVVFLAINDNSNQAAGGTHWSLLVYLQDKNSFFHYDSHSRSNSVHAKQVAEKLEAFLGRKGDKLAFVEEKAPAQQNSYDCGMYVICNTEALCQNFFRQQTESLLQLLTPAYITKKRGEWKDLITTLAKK
# Apaf-1 inh = human Apaf-1 inhibition; O14727; reconstituted apoptosome caspase-3 activity, DEVD-Rh110 fluorescence; inhibition, % at 20 µM; hit rate 0.71% among 330,000; AID 489030; active = inhibition of at least 40% at 20 µM;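 also: plate controls were DMSO wells for no effect and DEVD-CHO caspase inhibitor wells for full effect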
#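 Material: reconstituted apoptosome with Apaf-1, cytochrome c, caspase-9, procaspase-3, dATP; medium: pH 7.5 Hepes buffer with CHAPS, BSA, DTT; also added: cytochrome c and DEVD-Rh110 substrate; timing: 30 min plus 50 min, RT; signal: Rh110 fluorescence intensity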
# CCR6 antag = antagonists of human CCR6 receptor; P51684; CHO-K1 CCR6 PathHunter beta-arrestin, luminescence, CCL20-stimulated; inhibition, % at 20 µM; hit rate 0.49% among 340,000;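 active = compounds whose inhibition of the agonist-driven luminescence signal at 20 µM reaches about 50%, limit read from the data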;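 also: cells stimulated with CCL20 at 14 nM final; plate controls were DMSO with CCL20 for no effect and DMSO without agonist for full effect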
# Target sequence (P51684 whole entry, looked up): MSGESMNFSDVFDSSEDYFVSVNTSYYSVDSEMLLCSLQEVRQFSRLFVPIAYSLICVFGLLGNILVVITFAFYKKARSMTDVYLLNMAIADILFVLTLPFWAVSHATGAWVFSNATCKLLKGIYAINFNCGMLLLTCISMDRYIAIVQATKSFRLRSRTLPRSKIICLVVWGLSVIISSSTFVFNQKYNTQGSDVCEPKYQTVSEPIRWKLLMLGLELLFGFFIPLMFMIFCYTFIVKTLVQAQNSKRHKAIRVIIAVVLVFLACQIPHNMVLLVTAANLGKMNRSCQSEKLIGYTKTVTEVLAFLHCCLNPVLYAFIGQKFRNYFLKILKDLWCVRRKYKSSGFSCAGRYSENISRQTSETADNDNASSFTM
# Gli-Sufu block = blocks Gli-Sufu signaling in a luciferase reporter. hit rate 0.74% among 340,000. Sufu-KO-LIGHT fibroblasts, Gli luciferase reporter luminescence. inhibition, % at 5 µM;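 active = inhibition above about 55%, limit read from the data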;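 also: 0% = DMSO-treated cells and 100% = wells with medium but no cells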
# UBC13 inh = inhibitors of human UBC13 polyubiquitin chain formation | inhibition, % at 20 µM | TR-FRET | hit rate 0.47% among 330,000 | P61088; in the data active = inhibition above about 45%, passing the limit was not always enough
# Jurkat NFkB inh = inhibitors of the PMA/ionomycin-induced NF-kB reporter in Jurkat cells; inhibition, % at 4 µM; PMA/ionomycin-induced NF-kB luciferase reporter, luminescence; hit rate 0.53% among 330,000; AID 435003
# EBI2 antag = blocks human EBI2 receptor beta-arrestin signaling; inhibition, % at 5 µM; hit rate 0.81% among 360,000; EBI2 beta-arrestin recruitment, luminescence, 7a,25-OHC stimulated; P32249; AID 651636; in the data active = inhibition above about 38%;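 also: enzyme fragment complementation signal reports receptor beta-arrestin coupling in cells; 0% = agonist plus DMSO wells and 100% = wells without agonist; some results beyond the cut were filed as inactive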
# Target sequence (P32249 whole entry, looked up, the tested form may be a part): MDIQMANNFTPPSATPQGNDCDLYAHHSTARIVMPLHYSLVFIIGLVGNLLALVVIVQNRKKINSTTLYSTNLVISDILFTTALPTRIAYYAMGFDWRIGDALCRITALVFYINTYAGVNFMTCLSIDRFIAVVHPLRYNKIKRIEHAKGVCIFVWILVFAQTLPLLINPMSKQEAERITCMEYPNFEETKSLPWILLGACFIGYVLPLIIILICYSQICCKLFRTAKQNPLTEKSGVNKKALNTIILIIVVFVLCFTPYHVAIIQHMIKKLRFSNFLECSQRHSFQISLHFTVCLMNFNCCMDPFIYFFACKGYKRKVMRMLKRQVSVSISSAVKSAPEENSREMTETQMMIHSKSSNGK
# 697 NFkB inh = inhibitors of the PMA/ionomycin-induced NF-kB reporter in 697 B cells; inhibition, % at 4 µM; hit rate 0.33% among 330,000; AID 435022; 697 B-cell NF-kB luciferase reporter, 16 h; in the data active = inhibition above about 35%
# * hit, by the source's call; · = no result given. Rule as the data show it, unless noted: active = inhibition above about 50%; inactive = the rest.
no.	structure	SENP8 inh	Apaf-1 inh	CCR6 antag	Gli-Sufu block	UBC13 inh	Jurkat NFkB inh	EBI2 antag	697 NFkB inh
1	COc1ccc(-n2nc3c(c2NC(=O)CCCl)CSC3)cc1	2	-6	10	26	-2	-1	3	10
2	O=[N+]([O-])c1ccc(Oc2cc(NC3CCCCCCC3)c([N+](=O)[O-])cc2[N+](=O)[O-])cc1	6	3	1	-5	-15	2	-5	-12
3	COC(=O)c1c(NC(=O)c2ccccc2)sc2c1CC(C)(C)OC2	1	3	-19	-20	22	-36	17	-53
4	COC(=O)CCc1nc2c(C#N)c(-c3ccc(Cl)cc3)ccn2n1	-3	4	2	-26	0	-2	-2	13
5	Cc1cccc(N2CCN(S(=O)(=O)c3ccc(Cl)nc3)CC2C)c1 (centres undefined)	4	3	21	-8	15	1	-2	23
6	C/C(=N\NS(=O)(=O)c1ccc(C)c([N+](=O)[O-])c1)c1ccc2c(c1)OCO2	3	-16	5	7	1	-4	-7	-10
7	COc1ccc(-c2noc3c2-c2nc(C(C)C)sc2CC3)cc1	4	14	10	-5	-3	-1	10	31
8	COc1ccc(/C=C2\SC(=O)N(CCC(=O)N3CCCCC3)C2=O)cc1OC	-9	10	24	-13	-3	-16	1	0
9	CC(=O)Nc1ccc(-c2c(C)cc3oc(=O)cc(-c4ccccc4)c3c2C)cc1	·	17	32	3	·	·	12	-17
10	CC(C)CN(C(=O)CSc1nc(N)cc(N)n1)C1CCS(=O)(=O)C1 (centres undefined)	-13	8	6	1	-12	-11	-17	-3
11	O=C(NCC1CCCCC1)c1ccc(=O)[nH]c1	-3	12	6	-15	2	-27	-10	-13
12	CN(Cc1ccccc1)C(=O)c1ccccc1Br	-4	6	11	-3	-8	-7	-5	13
13	COc1ccc(C)cc1S(=O)(=O)N(C)CC(=O)NC1CCCCC1	-6	-8	16	3	2	-7	-1	6
14	CCOc1[nH]n(-c2ccc(Cl)cc2)c(=O)c1C=Nc1ccc(O)cc1	0	67*	14	14	-13	57*	37	-34
15	O=C1[C@H](Oc2ccccc2)[C@@H](c2ccncc2)N1c1ccncc1	·	6	16	-7	·	·	4	12
16	CCC(C)NC(=O)CSc1ncccc1C(=O)O (centres undefined)	-8	2	-6	1	-1	8	-3	-4
17	COc1cc(C2(c3ccc(O)c(OC)c3)C(=O)N(C)c3ccc(Br)cc32)ccc1O	0	-5	-5	2	7	-5	-12	17
18	COC(=O)C1CN(C(=O)COc2cc(C)cc(C)c2)c2ccccc2O1 (centres undefined)	-16	2	15	·	-7	-21	5	-4
19	O=C(NCc1ccc2c(c1)OCO2)c1ccc(CS(=O)Cc2cccc(Cl)c2)o1 (centres undefined)	-7	1	16	-1	-8	9	-3	-19
20	CCOC(=O)c1oc2cc(O)ccc2c(=O)c1-c1ccc(OC)cc1	-1	-7	14	2	3	-10	5	15
21	OC(COc1cccc2ccccc12)CN1CCN(c2ccc(Cl)cc2)CC1 (centres undefined)	-6	20	-8	1	8	-1	2	3
22	CCNC(=O)c1ccc(-n2nc(C(F)(F)F)c3c2CCCC3)cc1	-3	-4	-8	13	15	0	-5	0
23	c1csc(C(c2nnnn2C2CCCCC2)N2CCCC3(CCCCC3)C2)c1 (centres undefined)	-2	17	0	14	-4	3	11	2
24	CCC1CCCCN1C(=O)CSc1nnc(-c2cccs2)o1 (centres undefined)	-11	4	24	-65	5	-64	-6	-68
25	Cc1cc(Cl)c(S(=O)(=O)N2CCN(c3ccc(F)cc3)CC2)cc1OCC(N)=O	-6	4	-6	-7	-9	21	5	-55
26	Cc1noc(C)c1C(=O)OC(C)C(=O)Nc1ccc2c(c1)OCO2 (centres undefined)	6	-11	-3	10	2	3	-10	10
27	CCOc1cc(/C=N/NS(=O)(=O)c2ccccc2)ccc1OS(=O)(=O)c1ccc(C)cc1	-16	22	38	0	-3	-2	26	0
28	CCC(C)[C@H](NC(=O)Nc1ccccc1F)C(=O)O (some centres undefined)	-7	9	7	0	2	-6	8	3
29	NC(=O)C1CCCN(C(=O)CNC(=O)C23CC4CC(CC(C4)C2)C3)C1 (centres undefined)	3	-1	3	3	2	5	-8	-1
30	CCOC(=O)Nc1cc(C(=O)OC)ccc1C	-8	8	8	-4	-22	-13	-4	-15
31	CCOc1ccccc1NC(=O)CSc1nncc2ccccc12	-14	6	10	-13	21	1	-24	-3
32	Nc1cccc(-c2cc3ccccc3oc2=O)c1	2	3	11	4	-9	-30	0	-16
33	O=[N+]([O-])c1cnc2ccccn12	-1	2	6	2	4	7	8	11
34	COc1ccc(C(=O)OCCOc2cccc(Cl)c2)cc1S(=O)(=O)N1CCOCC1	1	28	22	7	23	7	13	6
35	Cc1ccc(NC(=O)CSCC(N)=O)cc1C	-5	-12	4	-2	-1	9	-2	15
36	CCN(CC(=O)Nc1c(F)cccc1F)C(=O)/C=C/c1ccc(C)cc1	11	-4	-8	-3	12	-43	94*	4
37	COCc1c(Br)c(C)nc(OCC(=O)O)c1C#N	-6	-7	4	-13	0	1	-9	-5
38	CCOC(=O)c1cn(Cc2c(C)c(C)c(C)c(C)c2C)nn1	-6	11	-4	6	-1	12	-13	-25
39	Cc1ccc(Cl)c(OCC(=O)OCC(=O)NC2CCCc3ccccc32)c1 (centres undefined)	-11	6	5	·	-10	-23	3	-22
40	Clc1cccc(-c2nc(NCC3CCCO3)c3ccccc3n2)c1 (centres undefined)	-6	9	6	6	17	4	-17	-28
41	COc1ccc(C)cc1NC(=O)c1nn(C)cc1Br	-5	3	11	0	-4	-21	3	-11
42	CCN(Cc1nc2cc(Cl)ccc2c(=O)[nH]1)C(=O)c1cccc(NC(=O)c2cccs2)c1	6	-2	-5	10	8	11	7	1
43	COc1ccc(NC(=O)CSc2nnc(-c3cccs3)n2N)cc1S(N)(=O)=O	-12	6	4	0	-9	-1	-13	5
44	C[C@]12C(=O)N(c3ccc(Br)cc3)C(=O)N1[C@H]1c3ccccc3OC[C@@H]1[C@H]2c1ccccc1	6	16	-12	-8	-7	-9	-10	-68
45	COc1ccc(C(=O)Cc2cc(OC)c(OC)cc2[N+](=O)[O-])c(OC)c1	-4	-16	15	-20	-6	-4	2	-19
46	COc1ccccc1C(=O)NN(C)C1=NS(=O)(=O)c2ccccc21	0	-1	10	-1	-4	6	4	14
47	COc1ccccc1NC(=O)CN1C(=O)NC2(CCCc3ccccc32)C1=O (centres undefined)	-5	-9	3	-9	13	12	-7	10
48	O=C(C1CC1)N1N=C(c2ccccc2)CC1(O)C(F)(F)F (centres undefined)	-8	3	21	5	-2	-18	1	-15
49	COc1ccc(C(=O)NCc2cc(C)nc3ccccc23)cc1	9	-5	24	20	5	39	-5	-27
50	Cc1cccc(C)c1NC(=O)CNC(=O)CCCN1C(=O)c2cccc3cccc(c23)C1=O	6	15	12	-7	26	-11	1	14
51	Cc1cccc(N/C(N)=N/c2nc(C)cc(C)n2)c1	-6	5	-9	10	-7	6	-3	-44
52	CCOP(=O)(c1ccc(N(C)C)cc1)C(O)c1ccncc1 (centres undefined)	-4	-5	6	7	0	6	-9	2
53	CSc1nc(N)cc(=O)[nH]1	-8	-1	-5	5	-6	-13	1	3
54	NC(=S)N/N=C/c1cccc(O)c1O	2	10	-8	82*	4	24	-14	-108
55	Cc1ccc(-c2ccc(=O)n(CCC(=O)NCCN3CCCCC3C)n2)cc1 (centres undefined)	3	14	10	9	5	-11	2	6
56	CCn1c(SCC(=O)NC(=O)Nc2ccc3c(c2)OCCO3)nnc1-c1cccs1	-7	19	-2	-18	0	2	4	10
57	O=C(NNC(=O)c1ccc(Oc2ccc(C3SCCS3)cc2)o1)c1ccc(Cl)cc1	6	-5	9	-4	-4	-2	11	7
58	COc1ccc(Cl)cc1NC(=O)CSc1nnc(-c2ccco2)o1	0	-5	10	2	5	6	-8	10
59	CCN(CC)C(=O)Cn1cc(/C=C(\C#N)C(=O)N2CCN(c3ccccc3)CC2)c2ccccc21	-5	-3	15	7	2	1	0	21
60	O=C(NCc1cccnc1)C1CCC(c2ccc(Cl)cc2)CC1 (centres undefined)	-6	12	-6	2	9	12	16	-27

# Among those listed so far, these have a CF3 group:
no.	structure	SENP8 inh	Apaf-1 inh	CCR6 antag	Gli-Sufu block	UBC13 inh	Jurkat NFkB inh	EBI2 antag	697 NFkB inh
22	CCNC(=O)c1ccc(-n2nc(C(F)(F)F)c3c2CCCC3)cc1	-3	-4	-8	13	15	0	-5	0
48	O=C(C1CC1)N1N=C(c2ccccc2)CC1(O)C(F)(F)F (centres undefined)	-8	3	21	5	-2	-18	1	-15

# Back to the main list with the three entries that preceded the break.
no.	structure	SENP8 inh	Apaf-1 inh	CCR6 antag	Gli-Sufu block	UBC13 inh	Jurkat NFkB inh	EBI2 antag	697 NFkB inh
58	COc1ccc(Cl)cc1NC(=O)CSc1nnc(-c2ccco2)o1	0	-5	10	2	5	6	-8	10
59	CCN(CC)C(=O)Cn1cc(/C=C(\C#N)C(=O)N2CCN(c3ccccc3)CC2)c2ccccc21	-5	-3	15	7	2	1	0	21
60	O=C(NCc1cccnc1)C1CCC(c2ccc(Cl)cc2)CC1 (centres undefined)	-6	12	-6	2	9	12	16	-27
61	Cc1noc(C)c1COc1cccc(C(=O)OCC(=O)NCCN2C(=O)CSC2=O)c1	-5	1	6	12	-8	14	6	4
62	COc1ccc(CC(=O)NNC(=O)Cc2ccc(OC)cc2)cc1	-9	10	·	·	-13	-10	·	19
63	COc1ccccc1C1CC(c2cccs2)=Nc2ccccc2S1 (centres undefined)	-4	4	10	-4	0	-46	0	-112
64	CC(=N)C1=C(O)CC(c2ccccc2)CC1=O (centres undefined)	3	-8	7	-10	-7	0	1	2
65	Cc1ccc2c(c1)NC(=O)C(CC(=O)NC1CCCCC1C)O2 (centres undefined)	2	-14	-4	-5	-3	-4	-3	8
66	CCOC(=O)C1(Cc2ccccc2C)CCCN(C(=O)c2ccnn2C)C1 (centres undefined)	-3	5	7	2	4	-3	-1	1

# Seven entries already listed, ordered by their value in 697 NFkB inh, highest first.
no.	SMILES	SENP8 inh	CCR6 antag	UBC13 inh	Jurkat NFkB inh	EBI2 antag	697 NFkB inh
46	COc1ccccc1C(=O)NN(C)C1=NS(=O)(=O)c2ccccc21	0	10	-4	6	4	14
33	O=[N+]([O-])c1cnc2ccccn12	-1	6	4	7	8	11
26	Cc1noc(C)c1C(=O)OC(C)C(=O)Nc1ccc2c(c1)OCO2 (centres undefined)	6	-3	2	3	-10	10
61	Cc1noc(C)c1COc1cccc(C(=O)OCC(=O)NCCN2C(=O)CSC2=O)c1	-5	6	-8	14	6	4
16	CCC(C)NC(=O)CSc1ncccc1C(=O)O (centres undefined)	-8	-6	-1	8	-3	-4
11	O=C(NCC1CCCCC1)c1ccc(=O)[nH]c1	-3	6	2	-27	-10	-13
51	Cc1cccc(N/C(N)=N/c2nc(C)cc(C)n2)c1	-6	-9	-7	6	-3	-44

# Screening data as filed in PubChem.

# These rows are one share of the data (hit frequency here may not be typical).
